Compound activity (PubChem)
ssDAF-12 act = activates DAF-12 receptor from parasite S. stercoralis | 370,000 tested, 1% active | HEK293 ssDAF-12/GRIP1 lit1-tk-luc reporter, luminescence; % of 3 µM dafachronic acid response | activation, % at 6.8 µM | AID 652126;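 active = activation above the mean over all tested compounds plus 3 SD, cut at about 0.9% in these data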;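 note: 0% = DMSO-only wells and 100% = 3 µM delta7-dafachronic acid wells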
MBD2 inh = MBD2-methylated oligo binding inhibition; TR-FRET, MBD2 binding to methylated oligonucleotide; 370,000 tested, 0.31% active; inhibition, % at 4.4 µM; in the data active = inhibition above about 13%
SMARCA2 activ = activators of SMARCA2 function | MG213 cells, MMTV-luciferase reporter, dexamethasone, overnight | 370,000 tested, 1% active | AID 652017 | activation, % at 9.1 µM; in the data active = activation above about 7.8%;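 note: 0% = vehicle wells and 100% = reference activator wells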
PLCb3 inh = inhibitors of human phospholipase C beta3 | Q01970 | Purified PLC-beta3, fluorogenic substrate, fluorescence | inhibition, % at 12.2 µM | 370,000 tested, 0.18% active; in the data active = inhibition above about 11%;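 note: 0% = median of compound wells on plate and 100% = full blocker control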
ADAM17 inh = inhibits human ADAM17 | P78536 | inhibition, % at 6.95 µM | recombinant ADAM17, EDANS/DABCYL FRET peptide cleavage | 370,000 tested, 0.83% active;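 active = inhibition above the mean of compounds lying between control limits plus 3 SD, set per campaign, cut at about 8.5% in these data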;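 note: 0% = DMSO-only wells as the low control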
Target sequence (P78536 215-824 limits assumed): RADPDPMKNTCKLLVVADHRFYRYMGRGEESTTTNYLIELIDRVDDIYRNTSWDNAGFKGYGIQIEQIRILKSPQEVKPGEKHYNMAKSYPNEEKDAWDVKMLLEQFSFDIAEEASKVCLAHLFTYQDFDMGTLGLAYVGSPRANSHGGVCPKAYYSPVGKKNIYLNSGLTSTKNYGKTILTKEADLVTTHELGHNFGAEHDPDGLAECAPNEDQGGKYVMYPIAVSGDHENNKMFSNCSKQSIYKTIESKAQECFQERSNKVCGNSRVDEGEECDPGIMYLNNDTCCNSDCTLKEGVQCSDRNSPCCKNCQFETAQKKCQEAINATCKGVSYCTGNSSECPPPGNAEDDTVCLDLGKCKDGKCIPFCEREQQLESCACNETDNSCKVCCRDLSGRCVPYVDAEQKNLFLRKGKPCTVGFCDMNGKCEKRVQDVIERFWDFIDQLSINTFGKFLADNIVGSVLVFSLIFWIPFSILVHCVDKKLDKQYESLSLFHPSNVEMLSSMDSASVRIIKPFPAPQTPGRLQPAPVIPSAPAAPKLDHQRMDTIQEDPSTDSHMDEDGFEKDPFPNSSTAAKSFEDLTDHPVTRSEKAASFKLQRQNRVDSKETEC
DAX1 inh-1 = DAX1 (NR0B1) inhibition, primary screen. 370,000 tested, 1.1% active. AID 652010. HEK293T StAR-luciferase reporter, SF-1/DAX-1 repression relief. inhibition, % at 6.8 µM;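 active = inhibition above the mean over all tested compounds plus 3 SD, cut at about 3.6% in these data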;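 note: 0% = DAX-1 cells with DMSO and 100% = cells lacking DAX-1 with DMSO; higher inhibition means more luminescence from relief of DAX-1 repression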
hcDAF-12 act = activates DAF-12 receptor from parasite H. contortus; HEK293 hcDAF-12 lit1-tk-luc reporter, luminescence; 0% DMSO, 100% Δ7-dafachronic acid; activation, % at 6.8 µM; 370,000 tested, 1.4% active; AID 652067;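 active = activation above the mean of all tested compounds plus 3 SD, cut at about 5.5% in these data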;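 note: 100% = response to 3 µM Δ7-dafachronic acid high control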
hgDAF-12 ag = hgDAF-12 agonism, primary luciferase screen; HEK293 GAL4-hgDAF12 UAS-luciferase reporter, agonist luminescence; normalized to butyrate control; activation, % at 6.8 µM; 370,000 tested, 1.8% active; AID 687014;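 active = activation above a cutoff set at the mean of all screened compounds plus 3 SD, cut at about 10% in these data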;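 note: 0% = DMSO wells and 100% = sodium butyrate wells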
NR1D1 modulator = modulators of human Rev-erb alpha DNA binding. Rev-erbα–FITC-DNA binding, fluorescence polarization, 90 min. activity, % at 10 µM. AID 1259318. 370,000 tested, 0.79% active;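 active = activity above about 14%, limit read from the data; passing the limit was not always enough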;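 note: 0% = DMSO wells with 35 nM protein and 100% = DMSO wells with 750 nM protein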
PLCg1 inh = PLC-gamma1 (human) inhibition, primary screen | P19174 | purified PLC-gamma1, fluorogenic substrate, fluorescence | inhibition, % at 12.2 µM | 370,000 tested, 0.84% active | AID 720700; in the data active = inhibition above about 9.5%
DAX1 inh-2 = inhibits human nuclear receptor DAX1 | P51843 | HEK293 Gal4-DAX1 luciferase reporter, luminescence | inhibition, % at 6.75 µM | 340,000 tested, 0.99% active | AID 504766;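 active = inhibition above the mean over all tested compounds plus 3 SD, cut at about 4.2% in these data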;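 note: 0% = DAX1-transfected cells with DMSO and 100% = empty-vector control cells with DMSO; inhibition shows as a rise in luminescence from relieved DAX1 repression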
* = called active by the depositor; i = inactive; x = not tested or not shown. Hits appear at their usual frequency, and some 7.4% of all compounds hit somewhere here.

SMILES	ssDAF-12 act	MBD2 inh	SMARCA2 activ	PLCb3 inh	ADAM17 inh	DAX1 inh-1	hcDAF-12 act	hgDAF-12 ag	NR1D1 modulator	PLCg1 inh	DAX1 inh-2
COC(=O)c1cn(-c2ccc(Cl)cc2)c(=O)c2ccccc12	-0.8	4	0	2	-2	-0.2	-0.1	-1.1	1	5	-0.3
COc1ccc(OCc2cc(C(=O)NC(C)Cc3cccnc3)no2)c(Cl)c1 (centres undefined)	-1.0	-6	-4	-5	-5	-0.7	-1.7	1.2	-2	2	-0.5
CN(c1ccc(O)cc1)c1nc(-c2cccnc2)cs1	0.0	-4	4	-2	2	1.3	3.3	11*	-7	-3	3.3
CCc1cc2c(=O)c(-c3nc4ccccc4[nH]3)coc2cc1OC(=O)N1CCOCC1	-1.1	-5	1	-2	-2	0.6	1.7	0.6	1	-3	-1.3
CCCCc1ccc(NC(=O)Nc2cccnc2)cc1	-0.8	-2	3	-3	3	2.1	0.9	2.2	-5	2	1.0
O=C(CC12CC3CC(CC(C3)C1)C2)N1CCOCC1	-1.2	3	1	1	-6	0.2	-1.3	-2.1	0	0	0.4
O=C(O)Cn1nc(C(F)(F)F)c2c1CCCC2	-0.9	-5	0	0	1	-0.5	-1.6	-4.8	-6	0	x
COc1cccc(CN2CCNC(=O)C2CC(=O)NCCn2nc(C)cc2C)c1OC (centres undefined)	-0.4	-3	-3	-1	-6	-0.3	-1.4	1.2	2	0	0.2
Fc1ccc(OCc2nn3cnnc3s2)cc1	-1.7	-3	3	3	1	-0.6	-1.5	2.0	-5	4	0.0
CCN(CC)CCCN1C=C2C(=O)C(C)(OC(=O)C3CCCC3)C(=O)C(c3ccccc3)=C2C=C1CCCC(=O)OC (centres undefined)	-1.6	-2	1	-40	-2	0.7	-0.2	0.1	-2	-26	0.2
COc1cc2c(cc1OC)CN(C(=O)CNC(=O)c1ccc(OC(F)F)cc1)CC2	-1.4	4	-3	-7	-5	-0.9	-1.5	-1.0	-2	1	-0.6
C#CCOCC1CN(c2ccccc2)C(=O)O1 (centres undefined)	-1.4	1	0	3	-3	-0.9	-0.5	-1.5	-6	0	4.2*
Cn1c(N)c(S(=O)(=O)N2CCN(c3cccc(Cl)c3)CC2)c(=O)n(C)c1=O	-0.5	0	-2	-13	-4	0.0	0.5	2.1	1	-6	0.4
COc1ccc(/C=C/C(=O)OCC(=O)NCc2cccs2)cc1OC	0.1	1	0	-49	-29	0.2	-1.9	-1.0	-2	-39	-0.1
N/C(=N\OC(=O)CCCc1ccccc1)c1ccccn1	-0.8	0	0	-1	2	0.5	0.0	4.2	1	0	-0.1
CC[C@H]1c2[nH]c3ccccc3c2C[C@H]2C(=O)N(c3ccc(F)cc3)C(=O)N21	-1.1	-3	-4	-8	-1	-1.1	-1.8	1.6	9	-6	0.1
CCOc1ccc(C2/C(=C(\O)c3ccc4c(c3)OCCO4)C(=O)C(=O)N2CCCN2CCOCC2)cc1OC (centres undefined)	-0.9	-7	4	-21	-2	0.3	-0.1	-1.0	2	-9	1.7
COc1ccccc1NC(=O)CSc1nc2sc3c(c2c(=O)n1-c1ccccc1)CCN(C)C3	-1.0	3	6	-88	-61	-0.1	-0.4	0.8	2	-56	0.9
CCS(=O)(=O)Nc1ccc(C2=NN(C(=O)c3ccco3)C(c3cccs3)C2)cc1 (centres undefined)	-1.6	5	0	-87	-24	-3.1	-0.1	-4.1	9	-44	-0.2
CCOC(=O)c1ccc(NC(=O)CSc2nnc(CC)o2)cc1	-0.6	-2	0	1	1	-0.4	1.8	4.4	4	3	-0.6
COc1ccc(-c2cc(C(=O)Nc3cccnc3Cl)no2)cc1	-1.1	-6	1	-4	-2	-0.1	-0.6	-1.4	9	5	0.1
O=C(NCc1ccco1)c1ccc(OCC2CCCO2)cc1 (centres undefined)	-1.2	-1	4	-1	-3	0.4	4.3	1.5	-4	-3	1.2
Cc1cc(C)n(CC(O)COc2ccc(C(C)(C)C)cc2)n1 (centres undefined)	-1.2	2	1	-2	0	0.3	0.0	-0.2	-5	-1	-0.4
O=C(Nc1ccc2oc(-c3cccnc3)nc2c1)c1cccnc1	-1.1	-1	0	-16	-5	0.3	-2.0	-0.2	5	-15	1.1
Cc1ccc(S(=O)(=O)N2C(=O)CCC2C(=O)O/N=C(\N)c2ccc([N+](=O)[O-])cc2)cc1 (centres undefined)	-0.7	5	-2	-8	0	1.0	-1.7	0.1	-5	-1	0.2
Cc1nn(-c2ccc(Cl)cc2)c2[nH]c(CCl)cc(=O)c12	0.1	1	-1	-21	-1	0.5	4.1	3.0	0	-6	0.8
COc1ccc(-c2ccc(CN3C(C(C)C)C(=O)N(Cc4cn(Cc5ccco5)nn4)CCS3(=O)=O)cc2)cc1OC (centres undefined)	-1.4	-1	-3	-8	10*	0.4	-3.0	-2.5	3	-5	-0.9
CCn1c(SCc2nc3ccccc3s2)nc2cc(S(=O)(=O)N3CCOCC3)ccc21	0.0	0	10*	-6	-2	1.1	5.5	8.6	1	1	1.6
COc1ccc(C(=O)NCC(c2ccco2)N2CCCC2)cc1S(=O)(=O)N1CCCCC1C (centres undefined)	-0.2	-2	-1	-7	-4	-2.1	0.3	1.1	-6	-11	0.9
COc1ccc(OC)c(NC(=O)CN2c3cccc4cccc(c34)S2(=O)=O)c1	-1.7	-5	0	-73	-23	0.4	-1.3	-3.1	-4	-58	-0.7
CCN1CCN(c2ccc(NC(=O)c3cc(OC)c(OC)c(OC)c3)cc2)CC1	-1.2	1	-2	-5	-2	0.0	-1.2	0.5	-5	-1	0.8
Cc1ccc(NS(=O)(=O)c2ccc(N3C(=O)CCC3=O)cc2)cc1	-1.3	4	-5	2	-1	-0.7	-1.8	0.6	4	2	0.1
O=C(Nc1ccc(F)c(Cl)c1)c1ccccc1	-1.0	1	3	1	1	-0.6	0.8	2.7	-3	1	1.3
COc1ccc(NC(=O)CCCc2nnc3n(C)c(=O)c4sccc4n23)cc1	-1.2	-5	-1	-3	1	0.7	-1.8	0.7	1	1	1.7
Cc1ccc(-n2c(=O)c3sccc3n(Cc3cc(=O)n4ccccc4n3)c2=O)cc1F	-0.6	9	-2	-1	-3	0.0	-1.3	0.8	2	2	x
Cc1ccc2nc(SCC(=O)c3c(N)n(C4CC4)c(=O)[nH]c3=O)[nH]c2c1	-0.5	2	-3	2	4	0.1	0.0	4.2	3	5	0.0
COC(=O)Nc1ccc2ccc3c(NC(=O)OC)ccc4ccc1c2c43	-1.2	-2	2	i	i	-1.3	-1.5	1.8	-2	-355	-0.5
CC(C)CC1OC(C)CC2=C1C(=O)OC(C)(C)O2 (centres undefined)	-0.5	-3	0	2	-1	0.4	-2.2	-0.2	0	-2	x
CC(NC(=S)Nc1ccc(OC(F)F)c(Cl)c1)C(C)(C)C (centres undefined)	-1.5	0	-1	2	5	-0.8	-0.7	-2.2	2	-3	1.5
Cc1ccc2nc(SCc3nnc(-c4ccccc4[N+](=O)[O-])o3)c(C#N)cc2c1	-1.3	1	0	-2	-3	0.1	-0.5	3.0	-1	-1	0.2
C/C(=N\NC(=O)c1cccc(S(=O)(=O)N2CCOCC2)c1)c1ccco1	-0.7	-3	5	-17	1	0.8	-1.8	4.2	-2	-6	-0.9
CCCn1c(SCC(=O)c2ccc3c(c2)OCCO3)n[nH]c1=O	-1.9	3	0	-5	-7	-0.2	0.2	-0.4	4	-1	2.7
CSc1ccc(C2NC(=O)CCC2[N+](=O)[O-])cc1 (centres undefined)	-0.8	-1	-3	-5	-3	0.1	-1.0	0.8	2	2	0.4
COc1ccc(CN(C)C(=O)c2cnc(OC)cc2C(F)(F)F)c(OC)c1	-1.5	-1	-1	-7	0	0.1	-1.6	-2.2	7	0	-0.4
Cc1ccccc1C(=O)Nc1ccc(Br)cn1	-1.1	-1	4	-2	0	2.7	2.7	14*	4	1	0.8
